CYP2C19 inhib: blocks human cytochrome P450 2C19 | P33261 | CYP2C19 Supersomes, luciferin-H EGE luminescence, 30 min | inhibition, % at 5 µM | 96,000 compounds, 21% hits | AID 778;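 active = CYP2C19 inhibition above a set limit at 5 µM in the primary screen, cut at about 50% in these data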;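 also: plate controls were negative control wells for no effect and 2.5 mM tranylcypromine positive control for full effect; values of inactives mirror those of a sister screen read the other way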
EphB4 ephrin blk: blocks human EphB4 binding to ephrin-B2. EphB4 LBD / TNYL-RAW-Alexa532 peptide, fluorescence polarization. 97,000 compounds, 0.15% hits. inhibition, % at 7 µM. P54760;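 active = inhibition above the screen-wide mean inhibition plus 3 SD, cut at about 15% in these data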;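 also: 0% = DMSO wells and 100% = excess unlabeled TNYL-RAW peptide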
PLAP activator: human PLAP activation. purified PLAP enzyme, luminescent substrate read-out; stronger effect = higher value. 96,000 compounds, 1.2% hits. AID 696. P05187. activation fold at 20 µM; in the data active = activation fold above about 2
Target sequence (P05187 whole entry, looked up): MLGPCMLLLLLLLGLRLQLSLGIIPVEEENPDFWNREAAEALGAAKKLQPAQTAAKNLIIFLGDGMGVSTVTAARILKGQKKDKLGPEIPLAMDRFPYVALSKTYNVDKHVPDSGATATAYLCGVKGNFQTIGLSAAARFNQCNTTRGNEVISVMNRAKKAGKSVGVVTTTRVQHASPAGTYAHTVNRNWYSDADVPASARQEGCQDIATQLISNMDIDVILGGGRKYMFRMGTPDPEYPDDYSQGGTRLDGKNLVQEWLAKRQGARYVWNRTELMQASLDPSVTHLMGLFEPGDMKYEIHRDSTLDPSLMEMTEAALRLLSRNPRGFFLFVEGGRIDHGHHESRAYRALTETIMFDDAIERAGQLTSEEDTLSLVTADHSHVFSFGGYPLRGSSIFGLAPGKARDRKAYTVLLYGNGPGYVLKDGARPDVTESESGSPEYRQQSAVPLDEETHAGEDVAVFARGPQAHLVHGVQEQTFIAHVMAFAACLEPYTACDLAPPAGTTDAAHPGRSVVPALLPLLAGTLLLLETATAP
CYP2C19 activ: cytochrome P450 2C19 (human) activation | AID 1025 | 96,000 tested, under 10 active | recombinant CYP2C19, luciferin-H EGE luminescence; stronger effect = higher value; 0 = fully inhibited enzyme, 1 = untreated enzyme | P33261 | activation factor at 5 µM;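 active = activation factor of at least 2 at 5 µM in the primary screen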;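 also: 0 = wells with 2.5 mM tranylcypromine and 1 = vehicle-only wells; values of inactives mirror those of a sister screen read the other way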
CYP2C9 activ: increases human cytochrome P450 2C9 activity; 96,000 compounds, 1.4% hits; recombinant CYP2C9, luciferin-H conversion, luminescence; stronger effect = higher value; factor 1 = untreated enzyme, 0 = blocked; P11712; activation factor at 5 µM; AID 1024;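 active = activation factor of 2 or more for CYP2C9 at a 5 µM dose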;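 also: 0 = sulfaphenazole-blocked wells and 1 = vehicle-only wells; values of inactives mirror those of a sister screen read the other way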
Target sequence (P11712 whole entry, looked up): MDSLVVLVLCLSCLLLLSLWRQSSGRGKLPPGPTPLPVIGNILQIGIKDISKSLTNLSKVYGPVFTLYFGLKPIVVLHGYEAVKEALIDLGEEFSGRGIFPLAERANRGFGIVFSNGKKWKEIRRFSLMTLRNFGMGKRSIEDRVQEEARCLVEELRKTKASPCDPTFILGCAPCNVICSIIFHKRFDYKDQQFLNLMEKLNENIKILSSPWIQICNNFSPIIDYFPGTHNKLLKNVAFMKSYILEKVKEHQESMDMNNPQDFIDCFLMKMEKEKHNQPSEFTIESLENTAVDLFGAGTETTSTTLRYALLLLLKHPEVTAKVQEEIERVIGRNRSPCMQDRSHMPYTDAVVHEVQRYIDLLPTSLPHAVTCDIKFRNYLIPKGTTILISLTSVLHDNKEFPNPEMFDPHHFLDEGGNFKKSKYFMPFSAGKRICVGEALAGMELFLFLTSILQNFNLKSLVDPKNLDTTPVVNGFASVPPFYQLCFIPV
E coli WT exp: growth inhibitors of E. coli BW25113 wild type | OD600 absorbance | growth inhibition, % at 100 µM | 98,000 compounds, 0.15% hits;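 active = growth inhibition above about 50% at one test dose, limit read from the data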;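 also: growth measured after 20 h incubation at 37 °C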
PostGolgi yeast: growth inhibition of a yeast mutant, post-Golgi transport screen; 98,000 compounds, 0.9% hits; inhibition, % at 10 µM; post-Golgi transport phenotypic cell assay; in the data active = inhibition above about 30%;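 also: yeast cells grown in 1536-well plates; yeast grown about 18 h at 30C before absorbance read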
CYP2C9 inh: inhibitors of human CYP2C9. P11712. CYP2C9 Supersomes, luciferin-H conversion, luminescence. inhibition, % at 5 µM. 96,000 compounds, 20% hits. AID 777;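 active = blocking of liver enzyme CYP2C9 beyond about 50% at 5 µM, limit read from the data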; also: values of inactives mirror those of a sister screen read the other way
PTK2B oligo ant: antagonists of human Pyk2 oligomerization; AID 1347419; z-score (the deposit names both 25 µM and 10 µM); 99,000 compounds, 0.83% hits; Q14289; Q293 cells, Pyk2 FERM NanoBiT luminescence; stronger effect = lower value;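 active = Z-score of -3 or lower, scaled per plate to the spread of control and sample wells; inactive = z-score above -3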;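 also: negative z-score means lost luminescence so less FERM oligomerization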
* marks the source's active call; other numbers are inactive results.

Results for CC1Cc2ccccc2N1S(=O)(=O)c1cccc(C(=O)c2nccn2C)c1 (stereo not drawn) ?
CYP2C19 inhib: 36; EphB4 ephrin blk: 4; PLAP activator: 1.3; CYP2C19 activ: 0.6; CYP2C9 activ: 0.6; E coli WT exp: -9; PostGolgi yeast: -3; CYP2C9 inh: 44; PTK2B oligo ant: -1.4

How did COc1cc(OC)cc(OCC(O)Cn2ccnc2C)c1 (stereo not drawn) do in these assays?
CYP2C19 inhib: 44; EphB4 ephrin blk: 9; PLAP activator: 1.2; CYP2C19 activ: 0.6; CYP2C9 activ: 0.6; E coli WT exp: 0; PostGolgi yeast: -4; CYP2C9 inh: 38; PTK2B oligo ant: 0.02

Results for CCC(=O)N(Cc1cc(=O)[nH]c2ccccc12)C1CCCCC1 ?
CYP2C19 inhib: -6; EphB4 ephrin blk: -2; PLAP activator: 1.2; CYP2C19 activ: 1.1; CYP2C9 activ: 1; E coli WT exp: -1; PostGolgi yeast: -5; CYP2C9 inh: 3; PTK2B oligo ant: -0.43

What do the screens show for `COc1cc2c(cc1NC(=O)CSCC(=O)O)oc1ccccc12`?
CYP2C19 inhib: -17; PLAP activator: 1.2; CYP2C19 activ: 1.2; CYP2C9 activ: 1.1; E coli WT exp: -13; PostGolgi yeast: 2; CYP2C9 inh: -9; PTK2B oligo ant: -0.72

Results for COc1cccc(CN2C(=O)CCC2(C)C(=O)NC2CCCCC2)c1 (stereo not drawn) ?
CYP2C19 inhib: 22; PLAP activator: 1; CYP2C19 activ: 0.8; CYP2C9 activ: 0.9; E coli WT exp: 5; PostGolgi yeast: 3; CYP2C9 inh: 12

What do the screens show for `CCOC(=O)CN(C(=O)CNC(=O)c1ccco1)C(C(=O)NC1CCCCC1)c1cccc(OC)c1` (stereo not drawn)?
CYP2C19 inhib: 36; PLAP activator: 1.7; CYP2C19 activ: 0.6; CYP2C9 activ: 0.6; CYP2C9 inh: 39; PTK2B oligo ant: 0.36

How did CC1=C(C(=O)OC2CCCCC2)C(c2ccc(C)o2)C2=C(CCCC2=O)N1 (stereo not drawn) do in these assays?
CYP2C19 inhib: 42; EphB4 ephrin blk: 2; PLAP activator: 1.4; CYP2C19 activ: 0.6; CYP2C9 activ: 0.4; E coli WT exp: 2; PostGolgi yeast: -5; CYP2C9 inh: 60*; PTK2B oligo ant: -0.68

Results for COCCn1c(C)cc(C(=O)CSc2ncn[nH]2)c1C ?
CYP2C19 inhib: 45; EphB4 ephrin blk: 3; PLAP activator: 1.7; CYP2C19 activ: 0.6; CYP2C9 activ: 1.8; E coli WT exp: 4; PostGolgi yeast: -1; CYP2C9 inh: -83; PTK2B oligo ant: 0.1

What do the screens show for `N#Cc1ccsc1NC(=O)CSc1ncn[nH]1`?
CYP2C19 inhib: 20; EphB4 ephrin blk: 11; PLAP activator: 1.4; CYP2C19 activ: 0.8; CYP2C9 activ: 0.7; E coli WT exp: -2; PostGolgi yeast: -4; CYP2C9 inh: 28; PTK2B oligo ant: -0.13

Results for CCOc1ccc(N2C(=O)CC(N3CCN(c4ccccc4F)CC3)C2=O)cc1 (stereo not drawn) ?
CYP2C19 inhib: -13; PLAP activator: 1.2; CYP2C19 activ: 1.1; CYP2C9 activ: 1; E coli WT exp: -5; PostGolgi yeast: 6; CYP2C9 inh: 0; PTK2B oligo ant: -0.87

By substructure: the compounds so far containing an aryl thioether with sulfur outside any ring.
Results for COCCn1c(C)cc(C(=O)CSc2ncn[nH]2)c1C ?
CYP2C19 inhib: 45; EphB4 ephrin blk: 3; PLAP activator: 1.7; CYP2C19 activ: 0.6; CYP2C9 activ: 1.8; E coli WT exp: 4; PostGolgi yeast: -1; CYP2C9 inh: -83; PTK2B oligo ant: 0.1

What do the screens show for `N#Cc1ccsc1NC(=O)CSc1ncn[nH]1`?
CYP2C19 inhib: 20; EphB4 ephrin blk: 11; PLAP activator: 1.4; CYP2C19 activ: 0.8; CYP2C9 activ: 0.7; E coli WT exp: -2; PostGolgi yeast: -4; CYP2C9 inh: 28; PTK2B oligo ant: -0.13

Additional structures
What do the screens show for `O=C(CSc1ccc(Cl)cc1)N1CCC(c2nc3ccccc3s2)CC1`?
CYP2C19 inhib: 25; EphB4 ephrin blk: 9; PLAP activator: 1.2; CYP2C19 activ: 0.8; CYP2C9 activ: 0.5; E coli WT exp: -7; PostGolgi yeast: 3; CYP2C9 inh: 54*; PTK2B oligo ant: 0.04

What do the screens show for `CCN(CC)C(=O)c1cncc(C(=O)N(CC)CC)c1-c1ccccc1`?
CYP2C19 inhib: -21; PLAP activator: 1.5; CYP2C19 activ: 1.2; CYP2C9 activ: 1.2; E coli WT exp: 5; PostGolgi yeast: 3; CYP2C9 inh: -20; PTK2B oligo ant: 1.5

How did CCCCOc1ccc(C(=O)NCCCC(=O)N2CCCCC2)cc1 do in these assays?
CYP2C19 inhib: 11; EphB4 ephrin blk: 8; PLAP activator: 1.4; CYP2C19 activ: 0.9; CYP2C9 activ: 0.9; E coli WT exp: 6; PostGolgi yeast: 7; CYP2C9 inh: 15; PTK2B oligo ant: 1.7

How did COc1ccc(S(=O)(=O)Nc2nnc(C(C)C)s2)cc1 do in these assays?
CYP2C19 inhib: -15; EphB4 ephrin blk: 4; PLAP activator: 1; CYP2C19 activ: 1.1; CYP2C9 activ: 0.7; E coli WT exp: 6; PostGolgi yeast: -8; CYP2C9 inh: 35; PTK2B oligo ant: 0.73

Results for CNc1ccccc1C(C)(C)c1cc(-c2ccco2)n[nH]1 ?
CYP2C19 inhib: 54*; EphB4 ephrin blk: -1; PLAP activator: 1; CYP2C19 activ: 0.5; CYP2C9 activ: 0.7; E coli WT exp: 4; PostGolgi yeast: 3; CYP2C9 inh: 25; PTK2B oligo ant: 0.04

What do the screens show for `Cc1onc(-c2c(F)cccc2Cl)c1C(=O)Nc1cccc2nsnc12`?
CYP2C19 inhib: 24; EphB4 ephrin blk: -5; PLAP activator: 1; CYP2C19 activ: 0.8; CYP2C9 activ: 0.5; E coli WT exp: -4; PostGolgi yeast: 2; CYP2C9 inh: 54*; PTK2B oligo ant: -1

How did CCn1cc([N+](=O)[O-])c(C(=O)Nc2c(C)nn(Cc3c(F)c(F)c(F)c(F)c3F)c2C)n1 do in these assays?
CYP2C19 inhib: 8; EphB4 ephrin blk: -6; PLAP activator: 1; CYP2C19 activ: 0.9; CYP2C9 activ: 0.9; E coli WT exp: -3; PostGolgi yeast: 23; CYP2C9 inh: 7; PTK2B oligo ant: 0.34

What do the screens show for `C(/CCc1ccccc1)=N\n1cnnc1`?
EphB4 ephrin blk: 0; E coli WT exp: 6; PostGolgi yeast: 0; PTK2B oligo ant: 0.41

Results for Cc1c(C#N)c2ncn(CCCN(C)C)c(=O)c2n1-c1ccccc1 ?
CYP2C19 inhib: -7; EphB4 ephrin blk: 2; PLAP activator: 1; CYP2C19 activ: 1.1; CYP2C9 activ: 1; E coli WT exp: -7; PostGolgi yeast: 1; CYP2C9 inh: 2; PTK2B oligo ant: 2.4

How did O=C1NCCc2c1[nH]c1ccccc21 do in these assays?
CYP2C19 inhib: -11; EphB4 ephrin blk: 12; PLAP activator: 0.9; CYP2C19 activ: 1.1; CYP2C9 activ: 1.1; E coli WT exp: 16; PostGolgi yeast: 9; CYP2C9 inh: -9; PTK2B oligo ant: 0.35

How did COc1ccc(-n2c(Cc3cc(=O)[nH]c(=O)[nH]3)nnc2SCC(=O)Nc2ccccc2)cc1 do in these assays?
CYP2C19 inhib: -18; EphB4 ephrin blk: 1; PLAP activator: 1.6; CYP2C19 activ: 1.2; CYP2C9 activ: 1.1; E coli WT exp: 2; PostGolgi yeast: 6; CYP2C9 inh: -10

What do the screens show for `Cc1ccc(-c2nnc(N3CCN(C(=O)CN4CCOCC4)CC3)c3ccccc23)cc1`?
CYP2C19 inhib: 19; EphB4 ephrin blk: -3; PLAP activator: 1.5; CYP2C19 activ: 0.8; CYP2C9 activ: 0.7; E coli WT exp: 2; PostGolgi yeast: 5; CYP2C9 inh: 31; PTK2B oligo ant: 0.55

What do the screens show for `Cc1ccc(CNc2ccc(Cl)cc2[N+](=O)[O-])cc1`?
CYP2C19 inhib: 6; EphB4 ephrin blk: 5; PLAP activator: 0.9; CYP2C19 activ: 0.9; CYP2C9 activ: 0.9; E coli WT exp: 4; PostGolgi yeast: -7; CYP2C9 inh: 11; PTK2B oligo ant: -0.77

Results for Cc1nonc1NC(=O)OC1CCCCC1 ?
CYP2C19 inhib: 17; EphB4 ephrin blk: -3; PLAP activator: 1; CYP2C19 activ: 0.8; CYP2C9 activ: 1; E coli WT exp: 3; PostGolgi yeast: 9; CYP2C9 inh: 3; PTK2B oligo ant: 0.33

How did CC1CC(C(F)(F)C(F)(F)F)n2nc(C(=O)O)cc2N1 (stereo not drawn) do in these assays?
CYP2C19 inhib: -9; PLAP activator: 1; CYP2C19 activ: 1.1; CYP2C9 activ: 1.1; E coli WT exp: -17; PostGolgi yeast: 1; CYP2C9 inh: -10; PTK2B oligo ant: -0.06

What do the screens show for `Cc1ccc(NC(=O)c2ccc3ccccc3n2)nc1`?
CYP2C19 inhib: 16; EphB4 ephrin blk: 1; PLAP activator: 1; CYP2C19 activ: 0.8; CYP2C9 activ: 0.7; E coli WT exp: -13; PostGolgi yeast: -5; CYP2C9 inh: 29; PTK2B oligo ant: -0.62

How did CC(=O)Nc1cc(NC(=O)C2C3C=CC(C3)C2C(=O)O)ccc1Cl (stereo not drawn) do in these assays?
EphB4 ephrin blk: -1; E coli WT exp: 4; PostGolgi yeast: 2; PTK2B oligo ant: -0.43

How did CC(/C=N\Nc1nnc2c(n1)[nH]c1c(C)cccc12)=C\c1ccco1 do in these assays?
CYP2C19 inhib: -6; EphB4 ephrin blk: -2; PLAP activator: 0.6; CYP2C19 activ: 1.1; CYP2C9 activ: 1; E coli WT exp: 1; PostGolgi yeast: -6; CYP2C9 inh: -3; PTK2B oligo ant: 0.69

How did Cc1cccc(OCc2nc(-c3ccc(-n4cccc4)cc3)no2)c1 do in these assays?
CYP2C19 inhib: -4; EphB4 ephrin blk: 1; PLAP activator: 1; CYP2C19 activ: 1; CYP2C9 activ: 1; E coli WT exp: -16; PostGolgi yeast: -7; CYP2C9 inh: -2

What do the screens show for `CC(=O)NCCn1c(SCC#N)nc2ccccc2c1=O`?
CYP2C19 inhib: 24; EphB4 ephrin blk: 9; PLAP activator: 1; CYP2C19 activ: 0.8; CYP2C9 activ: 0.9; E coli WT exp: 8; PostGolgi yeast: -5; CYP2C9 inh: 6; PTK2B oligo ant: 1.3

What do the screens show for `CC(=O)NC(Cc1ccc(C)cc1)C(=O)NC1CCN(C(=O)c2cnccn2)CC1` (stereo not drawn)?
CYP2C19 inhib: -12; EphB4 ephrin blk: -6; PLAP activator: 1.1; CYP2C19 activ: 1.1; CYP2C9 activ: 1; E coli WT exp: 4; PostGolgi yeast: 3; CYP2C9 inh: -4; PTK2B oligo ant: 0.23

Results for Cc1ccc(C(=O)Nc2ccncc2)o1 ?
CYP2C19 inhib: 73*; EphB4 ephrin blk: 2; PLAP activator: 0.9; CYP2C19 activ: 0.3; CYP2C9 activ: 0.6; E coli WT exp: 4; PostGolgi yeast: 3; CYP2C9 inh: 38; PTK2B oligo ant: 0.22

What do the screens show for `CCc1nnc(NC(=O)C2CCCN(c3nc(C)cc(C)n3)C2)s1` (stereo not drawn)?
CYP2C19 inhib: 11; EphB4 ephrin blk: 3; PLAP activator: 1; CYP2C19 activ: 0.9; CYP2C9 activ: 0.8; E coli WT exp: -3; PostGolgi yeast: 17; CYP2C9 inh: 15; PTK2B oligo ant: -0.51

Bioassay records: PubChem, several laboratories
